Assay outcomes from PubChem.
M1 ag: human M1 muscarinic receptor agonism; AID 588814; activation, % at 3 µM; CHO-K1 hM1, Fluo-8 calcium fluorescence, agonist mode; 0% DMSO, 100% acetylcholine EC100; hit rate 0.33% among 360,000;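 active means activation above the run's mean compound activation plus 3 SD, cut at about 16% in these data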;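 further: peak over basal fluorescence ratio within a 140 s kinetic read after compound addition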
Target sequence (P11229 whole entry, looked up): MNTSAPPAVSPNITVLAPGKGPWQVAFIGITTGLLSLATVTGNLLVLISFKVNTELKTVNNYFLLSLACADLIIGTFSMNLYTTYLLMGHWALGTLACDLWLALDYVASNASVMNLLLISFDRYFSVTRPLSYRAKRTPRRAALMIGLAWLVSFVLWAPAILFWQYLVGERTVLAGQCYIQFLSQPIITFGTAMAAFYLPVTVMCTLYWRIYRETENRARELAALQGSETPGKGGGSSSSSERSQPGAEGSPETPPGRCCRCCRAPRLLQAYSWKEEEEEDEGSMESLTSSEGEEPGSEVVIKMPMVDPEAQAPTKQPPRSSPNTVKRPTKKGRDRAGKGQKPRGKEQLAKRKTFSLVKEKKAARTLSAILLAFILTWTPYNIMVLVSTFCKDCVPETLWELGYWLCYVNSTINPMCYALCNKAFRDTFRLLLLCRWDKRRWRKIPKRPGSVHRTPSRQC
OXTR potentiate: human OXTR potentiation; CHO-OTR cells, Fluo-8 calcium fluorescence, potentiator mode; 0% = oxytocin EC15, 100% = EC100; activation, % at 3 µM; hit rate 0.061% among 320,000;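 active means activation above that plate's cutoff, the mean activation of tested compounds plus 3 SD, cut at about 6.6% in these data, passing the limit was not always enough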;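 further: 100% uses oxytocin at 75 nM as the full agonist control; some results filed as inactive read as strong as hits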
Target sequence (P30559 whole entry, looked up): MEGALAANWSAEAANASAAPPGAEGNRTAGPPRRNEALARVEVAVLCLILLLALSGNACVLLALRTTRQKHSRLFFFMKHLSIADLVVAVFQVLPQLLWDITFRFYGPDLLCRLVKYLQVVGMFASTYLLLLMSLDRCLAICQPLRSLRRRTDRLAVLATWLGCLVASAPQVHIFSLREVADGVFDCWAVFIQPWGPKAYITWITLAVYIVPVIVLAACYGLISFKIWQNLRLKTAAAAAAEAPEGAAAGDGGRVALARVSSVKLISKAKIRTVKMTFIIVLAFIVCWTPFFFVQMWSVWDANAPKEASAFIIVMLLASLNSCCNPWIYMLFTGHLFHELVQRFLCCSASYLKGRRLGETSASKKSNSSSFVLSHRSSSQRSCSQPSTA
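Assay system: CHO-OTR cells, human receptor / Also added: oxytocin at about EC15, sub-maximal agonist stimulus / Dosing: single dose, 3.0 µM nominal final compound concentration / Incubation: 6 min pre-incubation, 100 s read / Technique: Fluo-8 calcium dye fluorescence / Read-out: % activation vs EC15 and EC100 oxytocin / Benchmarks: EC15 oxytocin low, 75 nM oxytocin high / Replicates: singlicate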
TAAR1 antagonist: antagonists of human TAAR1. hit rate 1.5% among 360,000. inhibition, % at 3 µM. CHO RD-HGA16 TAAR1, Fluo-8 calcium fluorescence, antagonist. Q96RJ0. AID 624466;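 active means inhibition above a per-plate cutoff, the mean inhibition of test compounds on that plate plus 3 SD, cut at about 49% in these data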;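 further: 0% = DMSO plus EC80 beta-PEA response and 100% = DMSO alone without agonist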
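Test system: CHO RD-HGA16 cells bearing hTAAR1 | Reagent: β-PEA, EC80 | Compound dosing: 3 µM, single point | Schedule: Dye loading 75 min at 37 °C, then 30 min room temperature | Signal: Calcium fluorescence with Fluo-8 | Evaluation: Percent inhibition of PEA-evoked calcium signal, max/basal emission ratio | Control set: DMSO-only wells and EC80 β-PEA-stimulated wells | Repeats: Singlicate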
M1 ag parental: nonselective activator or artifact in parental CHO-K1 cells | Fluo-8 calcium fluorescence; scaled to maximal ATP response, vehicle zero | hit rate 0.48% among 360,000 | activation, % at 3 µM | AID 602248; in the data active means activation above about 15%;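 further: untransfected CHO-K1 host cells lacking M1 receptor as counterscreen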
CHO parental Ca: signal in parental CHO cells, OX1R antagonist counter-screen. hit rate 0.63% among 330,000. AID 463079. inhibition, % at 5.6 µM. parental CHO-K1, ATP-induced calcium, Fluo-8 fluorescence;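 active means inhibition above that plate's mean sample inhibition plus 3 SD, cut at about 26% in these data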;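 further: 0% = ATP-challenged DMSO wells and 100% = DMSO wells without ATP; some compounds past the cut are filed as inactive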
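Material: Parental CHO cells | Reagent: ATP | Compound dosing: Single nominal dose of 5.6 µM per compound | Detection: Intracellular calcium via Fluo-8 no-wash fluorescent dye | Read-out: % inhibition of ATP-induced calcium mobilization | Benchmarks: Low control ATP plus DMSO, high control DMSO only | Replicates: Singlicate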
M1 antag: antagonists of human M1 muscarinic receptor | hit rate 1.3% among 360,000 | P11229 | CHO-K1 hM1, Fluo-8 calcium fluorescence, ACh EC80 antagonist | inhibition, % at 3 µM;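 active means percent inhibition above its own plate's cutoff, namely the mean of that plate's compound wells plus 3 SD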;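 further: peak over basal fluorescence ratio during 140 s after agonist addition; 0% = ACh EC80 plus DMSO and 100% = DMSO alone without agonist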
CHO-K1 Ca antag: M1 antagonist counterscreen hit in parental CHO-K1 cells; AID 602250; ATP-induced calcium, Fluo-8 fluorescence; hit rate 0.6% among 360,000; inhibition, % at 3 µM;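 active means inhibition above a per-plate cutoff, the plate's mean sample inhibition plus 3 SD, cut at about 24% in these data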;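 further: 0% = DMSO plus EC80 ATP and 100% = DMSO alone without ATP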
TAAR1 agonist: agonists of human TAAR1. hit rate 0.99% among 360,000. CHO RD-HGA16 TAAR1, Fluo-8 calcium fluorescence; vehicle wells 0%, saturating PEA agonist 100%. activation, % at 3 µM;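 active means activation above the mean activation of all test compounds in the run plus 3 SD, cut at about 38% in these data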
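System: CHO-derived RD-HGA16 cells with stable Gα16 and human TAAR1 / Times: 17-24 h plating, Fluo-8 75 min 37 °C, 30 min RT / Technique: calcium-sensitive Fluo-8 signal, excitation 470-495, emission 515-575 nm / Measure: % activation relative to PEA EC100 response / Benchmarks: DMSO and PEA EC100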
M1 PAM parental: counter-screen for M1 PAMs: effect in parental CHO-K1 cells; hit rate 0.02% among 360,000; ATP EC20, Fluo-8 calcium fluorescence; 0% at ATP EC20, 100% at ATP max; AID 602247; activation, % at 3 µM;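 active means activation above the run cutoff, the mean activation of all test compounds plus 3 SD, cut at about 40% in these data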;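 further: peak over basal fluorescence ratio in a 140 s read after ATP addition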
The depositor's hits bear a star; x = no result given; & = joins results of further samples. Compounds as they come, and some 4.2% of all compounds hit somewhere here.

1: Cc1cccnc1NC(=S)NC(=O)/C=C/c1ccco1
2: COc1ccccc1CCN=C(N)NS(=O)(=O)c1ccccc1
3: CCCCN(C)C(=O)C1CCCN(S(=O)(=O)c2ccc3c(c2)oc(=O)n3C)C1 (stereo not drawn)
4: C=CCNC(=O)c1ccncc1
5: CC(C)CNS(=O)(=O)c1ccc(CCC(=O)N2CCC(C(N)=O)CC2)cc1
6: COc1cc(OC)cc(C(=O)OCC(=O)N2CCCC2)c1
7: CC1CC(C)(C)NC(=S)O1 (stereo not drawn)
8: CCOC(=O)c1ccc(NC(=O)c2cc(OC)c(OC)c(OC)c2Br)cc1

assay / entry	1	2	3	4	5	6	7	8
M1 ag	-4.0	-8.7	-7.4	3.2	-1.5	-1.2	-6.3&-3.2	-10.9
OXTR potentiate	-2.0	-9.7	-6.2	-3.3	-11.9	-6.9	-11.7	-11.5
TAAR1 antagonist	-8.2	-4.4	20.7	-0.7	-6.1	-15.1	0.8&-18.9	6.8
M1 ag parental	0.1	0.8	0.0	-0.4	-0.6	0.9	-0.3&0.2	0.9
CHO parental Ca	-2.5	-7.3	-7.5	-10.5	0.6	-8.7	0.8	-14.8
M1 antag	-1.4	2.0	-1.2	-9.5	-2.4	-19.3	-7.5&-6.4	-0.9
CHO-K1 Ca antag	1.5	2.3	6.8	5.1	-11.0	-13.2	7.4&-11.0	8.8
TAAR1 agonist	5.9	5.3	-0.2	3.1	5.3	4.1	1.8&3.7	9.2
M1 PAM parental	-2.6	13.0	-0.4	5.7	15.6	-0.8	7.5&23.0	-7.3

9: N#Cc1ccc(-c2cn(-c3ccccc3)c3[n+]2CCCS3)cc1
10: O=C(c1ccc([N+](=O)[O-])cc1)N(Cc1ccc(Cl)cc1)N1C(=O)CCCC1=O
11: CCn1c(SCc2c(Cl)cccc2Cl)nnc1-c1nn(-c2ccccc2)ccc1=O
12: O=C(COc1ccc(Br)cc1Br)NC(=O)NC1CCCC1
13: FC(F)(F)c1cccc(OCCOCCn2cncn2)c1
14: C#CCN(C[C@@H]1[C@@H](OC(=O)Nc2cccs2)[C@@H](OC(=O)Nc2cccs2)Cn2c(=O)n(CCCCCC)c(=O)n21)S(=O)(=O)c1ccc(C)cc1
15: CC(c1ccccc1)N1C(=O)c2ccc(C(=O)Nc3ccc(Br)cc3C(=O)O)cc2C1=O (stereo not drawn)
16: Cc1ccccc1P(=O)(c1ccccc1)c1ccccc1C

assay / entry	9	10	11	12	13	14	15	16
M1 ag	-13.1	-5.1	-6.0	-15.3	0.8	-0.7	-1.1	-4.2
OXTR potentiate	0.0	-1.6	-9.9	-13.1	3.2	x	-2.3	x
TAAR1 antagonist	4.3	16.9	-7.8	1.9	-10.4	4.5	-17.1	-19.5
M1 ag parental	0.7	0.9	0.7	1.0	-0.2	0.4	-0.2	-1.2
CHO parental Ca	4.1	-9.8	-19.0	-30.5	-1.6	x	-2.9	x
M1 antag	12.2	-6.6	-3.3	5.2	-2.4	-12.1	-2.3	5.1
CHO-K1 Ca antag	-6.4	1.0	-9.4	-10.2	20.9	-11.7	3.6	6.6
TAAR1 agonist	6.2	2.2	10.4	5.6	6.6	0.5	0.5	-0.2
M1 PAM parental	26.4	-12.9	15.8	17.4	-6.8	8.6	-19.9	-16.0

4 of the entries above in order of their number in TAAR1 agonist, smallest number first:
nr | compound | TAAR1 agonist
15 | CC(c1ccccc1)N1C(=O)c2ccc(C(=O)Nc3ccc(Br)cc3C(=O)O)cc2C1=O (stereo not drawn) | 0.5
6 | COc1cc(OC)cc(C(=O)OCC(=O)N2CCCC2)c1 | 4.1
5 | CC(C)CNS(=O)(=O)c1ccc(CCC(=O)N2CCC(C(N)=O)CC2)cc1 | 5.3
8 | CCOC(=O)c1ccc(NC(=O)c2cc(OC)c(OC)c(OC)c2Br)cc1 | 9.2

The results go on.
17: Cc1cc(OCC(=O)Nc2ccc(S(=O)(=O)N3CCN(C)CC3)cc2)cc(C)c1Cl
18: O=C(/C=C/c1ccco1)Nc1ccccc1N1CCCC1
19: CCOc1ccc(C(=O)NC(=S)Nc2ccc(NC(=O)c3ccco3)c(C)c2)cc1[N+](=O)[O-]
20: O=C(c1c(F)c(F)c(F)c(F)c1F)N1CCN(Cc2ccc3c(c2)OCO3)CC1
21: Cc1ccc(S(=O)(=O)c2c(C)nn(-c3ccccc3)c2OC(=O)c2ccco2)cc1
22: O=C1NC2(CCCCC2)C(=O)N1c1cccc(Cl)c1
23: O=C(c1cn(-c2ccccc2)nc1-c1ccccc1)n1nnc2ccccc21
24: CC1(C)Cc2ccccc2-c2nnc(SCC(=O)N3CCN(c4ccccc4)CC3)n21

assay / entry	17	18	19	20	21	22	23	24
M1 ag	-3.8	-10.3	-3.2	-4.3	-9.5	-1.8	-0.4	-3.2
OXTR potentiate	-23.8	-10.4	-3.9	0.6	-9.8	-9.4	-6.1	-7.0
TAAR1 antagonist	4.6	-17.5	6.2	-0.2	0.6	-12.6	12.8	30.4
M1 ag parental	0.7	1.4	0.8	1.9	0.0	1.1	0.6	2.2
CHO parental Ca	-0.1	-27.4	-1.5	-13.5	-8.7	-3.7	-2.6	-23.6
M1 antag	22.1	0.8	5.9	-6.1	-1.4	-4.9	-29.9	0.4
CHO-K1 Ca antag	19.5	-3.3	-3.0	-5.1	-7.2	-14.0	-9.3	13.8
TAAR1 agonist	9.1	-2.1	3.2	6.3	4.8	0.0	8.2	16.0
M1 PAM parental	-4.5	10.8	-4.0	15.1	8.3	13.7	13.6	-12.7

25: CC(C)C[C@H]1CN([C@@H](Cc2ccc(O)cc2)CN2CCC[C@@H]2CN2C(=O)C(=O)NC[C@@H]2Cc2ccccc2)C(=O)C(=O)N1CC1CCCCCC1
26: Cc1ccc(N2CCN(C(=O)c3cn(CC4CCCCC4)nn3)C(C)C2)cc1 (stereo not drawn)
27: CCS(=O)(=O)Nc1ccc(C2=NN(S(C)(=O)=O)C(c3cccs3)C2)cc1 (stereo not drawn)
28: CCOCCCn1c(=S)[nH]c2cc(C(=O)N3CCC(C(N)=O)(N4CCCCC4)CC3)ccc2c1=O
29: CCOc1cc(/C=C2\N=C(SCC)SC2=O)cc([N+](=O)[O-])c1OC(C)=O
30: O=C(NC1CCCC1)c1ccc(CS(=O)Cc2ccccc2Cl)o1 (stereo not drawn)
31: COc1ccccc1NC(=S)N(CCc1nc2cc(C)c(C)cc2[nH]1)Cc1cccnc1
32: O=C(NNC(=O)C1CCCN(S(=O)(=O)c2ccc3ccccc3c2)C1)C1CC1 (stereo not drawn)

assay / entry	25	26	27	28	29	30	31	32
M1 ag	-8.7	-5.8	0.2	-5.0	-4.9	-1.5	-8.3	-6.5
OXTR potentiate	x	-9.1	-1.2	-1.4	-8.1	-6.8	-1.3	x
TAAR1 antagonist	-8.3	-24.6	0.3	-21.4	21.0	-35.2	15.7	17.5
M1 ag parental	1.7	1.7	0.4	1.1	1.2	0.6	0.2	-0.1
CHO parental Ca	x	-14.1	3.5	-4.1	2.5	-5.0	-10.4	x
M1 antag	-24.5	6.7	-11.2	-7.1	5.0	-10.5	-5.1	1.9
CHO-K1 Ca antag	-15.4	-11.4	6.6	-15.8	0.7	-7.2	-14.1	-6.1
TAAR1 agonist	1.3	-2.4	1.6	-0.3	6.7	0.8	10.2	6.6
M1 PAM parental	16.9	20.5	-13.0	5.8	18.6	-5.8	19.6	10.1

Exported with values under each structure: 2 of the compounds above.
Screens in order: M1 ag	OXTR potentiate	TAAR1 antagonist	M1 ag parental	CHO parental Ca	M1 antag	CHO-K1 Ca antag	TAAR1 agonist	M1 PAM parental
31. COc1ccccc1NC(=S)N(CCc1nc2cc(C)c(C)cc2[nH]1)Cc1cccnc1
    -8.3	-1.3	15.7	0.2	-10.4	-5.1	-14.1	10.2	19.6
28. CCOCCCn1c(=S)[nH]c2cc(C(=O)N3CCC(C(N)=O)(N4CCCCC4)CC3)ccc2c1=O
    -5.0	-1.4	-21.4	1.1	-4.1	-7.1	-15.8	-0.3	5.8

(listing goes on)
33: O=C(c1[nH]ncc1-c1ccccc1)C1CO1 (stereo not drawn)
34: CCOc1ccc(S(=O)(=O)N2CCN(c3ccccc3OC)CC2)c2cccnc12
35: CC(=O)Nc1ccc(NS(=O)(=O)c2ccc3[nH]c(=O)[nH]c3c2)cc1
36: CCn1nc(C)c(/C=N/NC(=O)Cn2nccc2C)c1C
37: CCCC(=O)c1c[nH]c(C(=O)NCCc2ccccn2)c1
38: Cc1cccc(NC(=O)Cn2cccc2)c1
39: COc1ccc(OCC(=O)NC(=S)N2CCCc3ccccc32)cc1
40: Cc1ccccc1S(=O)(=O)Nc1ncnc2sccc12
41: Cc1noc(C)c1S(=O)(=O)N(C)C[C@H]1Oc2ccc(NS(=O)(=O)c3ccc(F)cc3)cc2C(=O)N([C@H](C)CO)C[C@@H]1C
42: O=C1NC[C@@H](CCCCN2C[C@H](Cc3ccc(O)cc3)N(Cc3ccccc3)C(=O)C2=O)N(CCc2ccc(O)cc2)C1=O

assay / entry	33	34	35	36	37	38	39	40	41	42
M1 ag	-0.9	0.2	-2.1	-7.6	-0.9	-6.2	-7.7	-0.1	-4.3	x
OXTR potentiate	-2.1	-8.8	-6.0	-1.8	-11.0	-6.0	-6.3	-7.7	0.1	x
TAAR1 antagonist	-17.7	-6.3	6.3	11.9	-11.4	5.9	-30.3	-15.0	-8.5	-10.6
M1 ag parental	19.4*	3.2	0.2	0.5	0.1	9.2	0.2	-0.5	-0.1	5.8
CHO parental Ca	-17.9	-21.3	2.1	-9.4	5.5	0.8	-6.9	-7.4	0.1	x
M1 antag	-11.2	-5.6	1.0	-15.1	-26.3	-1.5	-8.6	-13.6	-8.1	x
CHO-K1 Ca antag	5.0	5.0	3.9	-20.1	4.2	0.7	-0.7	-3.9	-9.8	17.9
TAAR1 agonist	0.3	10.2	7.0	-1.2	3.6	9.0	29.1	-0.3	1.4	0.5
M1 PAM parental	17.0	12.0	17.6	20.2	2.7	17.8	1.7	-8.0	-7.6	-5.0
